TDP-43 yeast inh: inhibitors of TDP-43 toxicity in yeast | AID 652104 | 410,000 tested, 1.8% active | TDP-43 expressing yeast growth rescue, BacTiter-Glo, 24 h | Potency, µM (series often up to 46.1 µM), for the others: at the highest dose growth rescue (activation), usual class: activators; further: potency means the concentration at half of the fitted maximal effect; % of control where 0% means no effect; nearly all actives have a fitted effect of over 50% in size
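Cell-based yeast growth screen: TDP-43 expression induced in galactose, inoculum OD600=0.02 after raffinose pregrowth to mid-log. Read-out BacTiter-Glo luminescence at 24 hr, 30 deg C; inhibition of toxicity seen as signal increase.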
pAkt inh: Akt phosphorylation inhibition | 360,000 tested, 0.32% active | AID 651550 | Neuro2A IGF-stimulated pAkt S473 HTRF, 20 min; active compounds read low | activity change, % for hits at 50 µM; in the data active means activity change below about -80%; inconclusive means mostly about -51% to -80%; further: on the % scale 0 is the no-effect control and ±100 the full control effect
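Neuro2A cells (4,500/well, DMEM with 0.5% FBS) were treated with compound at a single 50 µM final concentration, stimulated with 6 nM IGF for 20 min at 37 °C, and lysed. Phospho-Akt Ser473 was read by HTRF as 665/615 ratio ×10^4.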
GLP-1R inv ag: inverse agonists of human GLP-1 receptor; P43220; HEK293 GLP-1R CRE-luciferase, luminescence, 24 h; GLP-1R form is constitutively active; Potency, µM (highest dose often 38.3 µM), without a hit: at the highest dose activity change, negative = inhibition, usual class: inhibitors; 410,000 tested, 1.6% active; AID 624417; further: potency means the concentration at half of the fitted maximal effect; on the % scale 0 is the no-effect control and ±100 the full control effect; nearly all actives have a fitted effect of over 55% in size
Target sequence (P43220 whole entry, looked up): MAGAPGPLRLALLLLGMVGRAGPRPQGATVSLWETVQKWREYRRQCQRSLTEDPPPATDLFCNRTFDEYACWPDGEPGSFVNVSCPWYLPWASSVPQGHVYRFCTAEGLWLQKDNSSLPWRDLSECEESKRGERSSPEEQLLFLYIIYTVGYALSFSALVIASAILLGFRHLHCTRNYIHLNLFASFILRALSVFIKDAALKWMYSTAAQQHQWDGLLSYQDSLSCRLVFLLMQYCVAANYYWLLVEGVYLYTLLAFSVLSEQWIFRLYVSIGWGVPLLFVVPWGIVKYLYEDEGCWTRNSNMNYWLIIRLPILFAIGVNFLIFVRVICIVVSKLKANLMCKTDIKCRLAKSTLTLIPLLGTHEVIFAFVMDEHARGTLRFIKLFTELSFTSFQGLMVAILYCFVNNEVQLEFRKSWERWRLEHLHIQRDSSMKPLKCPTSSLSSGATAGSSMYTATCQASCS
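Using stably transfected HEK293 (constitutively active GLP-1R, cAMP-luciferase reporter), compounds were incubated 24 hr and luciferase measured by luminescence.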
PTHR1 ag: PTHR1 (human) receptor agonism | AID 743266 | 410,000 tested, 0.075% active | HEK293 GP2 PTHR1 cells, GloSensor cAMP luminescence, 1 h | Potency, µM (top dose mostly 115 µM), inactives show at the top dose activation, usual class: activators; further: potency means the concentration at half of the fitted maximal effect; nearly all actives have a fitted effect of over 55% in size; some results filed as inactive show a strong effect at the top dose; inactives centre near -15; many of its hits are not listed in these tables
Target sequence (Q03431 whole entry, looked up): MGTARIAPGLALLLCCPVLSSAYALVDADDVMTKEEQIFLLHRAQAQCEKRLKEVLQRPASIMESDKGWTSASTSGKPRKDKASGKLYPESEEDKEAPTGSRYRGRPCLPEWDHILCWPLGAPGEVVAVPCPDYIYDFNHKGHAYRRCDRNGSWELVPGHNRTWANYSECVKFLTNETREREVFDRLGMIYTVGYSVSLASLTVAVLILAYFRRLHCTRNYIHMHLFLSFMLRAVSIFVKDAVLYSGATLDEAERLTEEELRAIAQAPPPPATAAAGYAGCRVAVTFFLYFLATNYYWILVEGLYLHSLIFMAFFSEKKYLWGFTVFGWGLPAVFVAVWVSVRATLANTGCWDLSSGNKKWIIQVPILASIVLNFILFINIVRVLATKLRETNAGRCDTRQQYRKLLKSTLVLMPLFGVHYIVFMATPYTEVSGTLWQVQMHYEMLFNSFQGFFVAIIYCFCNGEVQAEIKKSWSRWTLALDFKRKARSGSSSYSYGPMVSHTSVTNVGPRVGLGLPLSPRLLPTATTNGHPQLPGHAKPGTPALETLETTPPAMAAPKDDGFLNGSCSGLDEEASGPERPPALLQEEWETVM
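HEK-293-derived GP2 cells expressing PTHR1 and a GloSensor cAMP reporter, 3,000/well, plated overnight, given luciferin plus IBMX (each 0.5 mM as added) for 1 h at 37 °C, then compound for 1 h at 37 °C. Luminescence was read after 15 min at room temperature.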
Abeta rescue: compounds reversing amyloid beta toxicity in yeast; yeast expressing A-beta42, growth rescue, OD600, 48 h; response scale: 0% DMSO, 100% iron-clioquinol control; Potency, µM (highest dose often 46.1 µM), for the others: at the top dose growth rescue, actives largely listed as activators; 410,000 tested, 0.063% active; AID 1347071; further: potency means the concentration at half of the fitted maximal effect; nearly all actives have a fitted effect of over 55% in size
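Growth rescue measured by 600 nm absorbance after 48 h yeast culture at 30 C with compound. Values normalized between DMSO and an equimolar ferric chloride plus clioquinol control.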
aSyn rescue: rescues yeast growth from alpha-synuclein toxicity. Yeast expressing alpha-synuclein, growth rescue, BacTiter-Glo, 24 h. Potency, µM (top dose mostly 46.1 µM), for inactives: at the top dose growth rescue (activation), hits mostly activators. 370,000 tested, 0.14% active. AID 652106; further: potency means the concentration at half of the fitted maximal effect; % of control where 0% means no effect; nearly all actives have a fitted effect of over 65% in size
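Readout is rescue of growth in alpha-synuclein-expressing yeast, so inhibitors of toxicity appear as activators. Growth after 24 hr at 30 deg C in galactose medium is quantified by luminescence.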
Mm-Cpn inhibitor: blocks the Methanococcus maripaludis chaperonin Mm-Cpn. purified Mm-Cpn ATPase, ADP Transcreener TR-FRET. Potency, µM (doses to about 76.9 µM), inactives show at the highest dose activity, negative = inhibition, hits mostly inhibitors. 330,000 tested, 0.031% active. AID 504842; further: potency means the concentration at half of the fitted maximal effect; on the % scale 0 is the no-effect control and ±100 the full control effect; nearly all actives have a fitted effect of over 80% in size
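25 nM Mm-CPN + cpd, 10 min 37°C; + 10 uM ATP, 30 min 37°C; buffer 30 mM Tris pH 7.4, 100 mM KCl, 5 mM MgCl2, 1 mM DTT; Transcreener ADP HTRF detection 30 min RT.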
HEK293 tox: cytotoxicity in counter-screen for GLP-1R inverse agonists; HEK293 cAMP-luciferase reporter cells, luminescence, 24 h; Potency, µM (series often up to 38.3 µM), for the others: at the top dose activity change, negative = inhibition, actives largely listed as inhibitors; 410,000 tested, 0.13% active; AID 624418;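 further: loss of luciferase light is scored as toxicity; potency means the concentration at half of the fitted maximal effect; on the % scale 0 is the no-effect control and ±100 the full control effect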
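A 23 nL compound transfer followed 12 hours of cell culture at 37 deg C; exposure then lasted 24 hr. Luciferase assay detection reagent was dispensed and plates read for luminescence after a 12 min room-temperature wait.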
FUS yeast rescue: FUS proteinopathy suppression in yeast; S. cerevisiae FUS-expressing, growth rescue, OD600, 24 h; Potency, µM (titrated, usually from 76.6 µM), for the others: at the top dose growth rescue (activation), hits mostly activators; 390,000 tested, 0.24% active;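 further: potency means the concentration at half of the fitted maximal effect; plate controls were DMSO vehicle for no effect and reference control for full effect; nearly all actives have a fitted effect of over 55% in size; some results filed as inactive show a strong effect at the top dose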
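Absorbance at 600 nm, taken 24hr after compound addition, measured rescue of FUS-yeast growth at 30C. Induction used 2% galactose with seeding at OD 0.005. Controls: CP55940 from 92uM final, DMSO only.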
* marks the source's active call; other numbers are inactive results; i = inactive; ? = inconclusive; . = no result given; [ ] = another dose, or the depositor's remark. Unless noted, the call rests on the fitted dose curve; in most records, active means well fitted curve in the direction sought with a large enough effect; inconclusive means small, poorly fitted or top-dose-only effect, or another doubt; inactive means no such curve, though single readings can be large; an effect the other way counts as inactive or inconclusive. Some of the compounds tested; rates above refer to the full screens.

SMILES | TDP-43 yeast inh | pAkt inh | GLP-1R inv ag | PTHR1 ag | Abeta rescue | aSyn rescue | Mm-Cpn inhibitor | HEK293 tox | FUS yeast rescue
CCOP(=O)(c1ccccc1)c1nc(-c2ccccc2Cl)oc1N1CCCCC1 (configuration not stated) | ? | i | ? | i | -29% | 15% | -1% | -15% | ?
CCOC(=O)C1CCN(Cc2nc3ccc([N+](=O)[O-])cc3c(=O)n2-c2ccc(OC)cc2OC)CC1 | 12% | i | 12% | 8% | -15% | 9% | 0% | 4% | 19%
CC(C(=O)OCC(=O)Nc1cccc(S(=O)(=O)N(C)C)c1)N1C(=O)c2ccccc2C1=O (configuration not stated) | . | i | 5% | -24% | 6% | -3% | ? | 2% | 11%
CC1CCC(NC(=O)c2ccc3nc[nH]c3c2)CC1 (configuration not stated) | 2% | i | 6% | 3%[57.5 µM] | 1% | 2% | 1% | 20% | 14%
CC(C)n1c(/C=C/c2ccccc2)nc2ccccc21 | 27% | i | ? | -16% | 11% | -1% | 2% | 0% | 0%
CCNS(=O)(=O)c1cc(OC)ccc1OC | 0% | . | 5% | i | 21% | . | -8% | 5% | -19%
COc1ccc(C(=O)Oc2ccc(/C=N/NC(=O)Cc3ccc([N+](=O)[O-])cc3)cc2)cc1 | 1% | i | 17% | i | 11% | -3% | -1% | 0%[1.53 µM] | 7%
Cn1c(SCC(=O)Nc2ccc(Br)cc2F)nnc1-c1ccco1 | 16% | i | 8% | -20% | 2% | -5% | -6% | -1% | -15%
O=C(C1COc2ccccc2O1)N1CCc2ccccc21 (configuration not stated) | 26% | i | -9% | -3%[57.5 µM] | -3% | 1% | 0% | 12% | -12%
O=c1[nH]c(=O)c2nnc(N/N=C/c3ccccc3F)nc2[nH]1 | 3% | i | 11% | -13% | -11% | -2% | 0% | 2% | -19%
CCCCCOc1ccccc1CN1C(=O)C(=O)c2cc(C)ccc21 | -12% | . | 1% | -85%[inhibitor] | -2% | . | . | 4% | 36%
COc1cc(OC)cc(C(=O)NC(C(=O)NNC(=O)CN(C)S(=O)(=O)c2ccc(C)cc2)C(C)C)c1 (configuration not stated) | 2% | i | -14% | -3% | -16% | -12% | . | -25% | 6%
CSCCC(NC(=O)C1CCC(C)CC1)C(=O)OCC(=O)c1ccc(Cl)cc1 (configuration not stated) | -19% | i | 5% | -9% | -7% | -7% | -1% | 10% | 6%
O=C(NCCc1ccccc1)c1cccc2c1C(=O)N(C1CCCCC1)C2 | ? | i | -7% | -2% | -11% | -5% | 2% | -1% | -4%
CN(Cc1ccccc1)C(=O)c1cc2c(s1)-c1ccc(Cl)cc1SC2 | 16% | . | ? | -6% | -10% | . | . | -2% | 20%
COc1ccccc1-c1noc(-c2ccc(N(C)Cc3ccccc3)c([N+](=O)[O-])c2)n1 | 16% | . | 7% | i | -11% | . | . | -5% | -9%
S=C(NCCN1CCCCC1)Nc1ccc(Br)cc1 | -6% | i | ? | i | 3% | -3% | -1% | -4% | 8%
COc1ccccc1NC(=O)C1=C(C)Nc2nc(SCc3ccccc3)nn2C1c1cccc(O)c1 (configuration not stated) | 13% | . | ? | -23% | -16% | . | . | -16% | 9%
CN(CC(=O)Nc1ccc(Cl)c(C(F)(F)F)c1)C(=O)CCCNC(=O)c1ccc(Cl)cc1 | 11% | i | ? | -19% | 12% | -10% | 4% | 0% | 33%
Nc1ccc2oc(-c3ccccn3)nc2c1 | -14% | i | 8% | -10% | -24% | -6% | -5% | 5% | 16%
COc1cc(NC(=O)CSc2nnc3c(C)cc4c(C)ccc(C)c4n23)c(C(=O)O)cc1OC | -24% | i | -16% | i | 10% | 0% | 1% | 2% | 33%
O=C(NCC1CCCO1)c1c[nH]c2ccc(S(=O)(=O)Nc3ccc(F)cc3F)cc2c1=O (configuration not stated) | -1% | . | 26% | -22% | -8% | . | . | -15% | -10%
CCN(c1ccccc1)S(=O)(=O)c1ccc(N2CCN(c3ccccc3O)CC2)nc1 | 4% | i | ? | -31%[inhibitor] | 23% | 11% | 2% | -1% | ?
Cc1cc(NCCN2CCOCC2)n2nc(C)c(-c3ccccc3)c2n1 | 2% | i | ? | -5% | -5% | 0% | 2% | -15% | 7%
COc1ccc(C(=O)Nc2cccc3nc(C)ccc23)cc1OC | 9% | i | 59%[activator] | 2% | 3% | -2% | 0% | 6% | -6%
O=C(CN1CCN(CC(=O)Nc2cccc(F)c2)CC1)Nc1ccc(-c2ccccc2)cc1 | 1% | i | ? | i | 7% | 6% | 3% | 3% | 14%
Cc1onc(-c2ccccc2)c1C(=O)OCC(=O)NCc1ccc(F)cc1 | 22% | i | -13% | -34%[inhibitor] | -4% | 3% | 1% | 0% | 2%
CCC(=O)N1c2ccccc2CC1C(=O)NCc1cccc(OC)c1OC (configuration not stated) | 18% | . | 15% | i | -23% | . | . | 19% | -6%
CCN=C1S/C(=C\c2ccc(OCC)c(OC)c2)C(=O)N1CC | 9% | i | 125%[activator] | -5% | -8% | -12% | 0% | 2% | 36%
COCCCN=Cc1c(-c2ccccc2)[nH]n(-c2nc3ccccc3s2)c1=O | ? | i | ? | -1% | ? | -2% | -1% | ? | ?
O=C(CSc1nnc(NC2CCCCC2)s1)NC1CCS(=O)(=O)C1 (configuration not stated) | 16% | i | 0% | 13% | 13% | 0% | 1% | 10% | 5%
CC[C@@](C)(NS(=O)(=O)OCC(Cl)(Cl)Cl)c1ccccc1 | ? | i | -20% | -14% | 1% | 14% | 2% | 1% | -16%
CCCn1nnnc1NC(=O)c1ccc(C)cc1Cl | 24% | i | -8% | 12% | 18% | ? | 0% | 12% | -8%
CCOC(=O)CC(=O)Nc1ccc(C(=O)OCC)cc1 | 13% | i | 29% | i | 15% | -8% | 0% | -2% | 3%
O=C(NC1CCCC1)C1CCN(C(=O)c2ccccc2Cl)CC1 | -13% | i | 4% | i | -8% | -2% | ? | 7% | -6%
CC(C)C(C(=O)Nc1ccccc1F)N1C(=O)c2ccccc2C1=O (configuration not stated) | 20% | i | 0% | -5% | -1% | -4% | . | -11% | 19%
CCCc1ccc(OCc2ccc(C(=O)N/N=C/c3cccnc3)o2)cc1 | 17% | i | -15% | -8% | -4% | -12% | 1% | 3% | 30%
COc1ccc(CCNC(=O)c2cnn(-c3ccc(F)cc3)c2C2CCN(C(=O)OC(C)(C)C)CC2)c(OC)c1 | ? | . | ? | i | 3% | . | . | 6% | ?
C[C@H](CO)N1C[C@H](C)[C@@H](CN(C)C(=O)Nc2ccc(C(F)(F)F)cc2)Oc2c(NC(=O)C3CCCCC3)cccc2C1=O | ? | i | -14% | -8% | -38%[inhibitor] | -11% | 2% | -10% | ?
COc1ccc(CNC(=O)C(C)OC(=O)c2cccs2)cc1 (configuration not stated) | -7% | i | 2% | i | -7% | ? | 0% | 9% | -7%
CCOc1cccc2cc(C(=O)Nc3ccccc3-c3ccccc3)c(=O)oc12 | 13% | i | 15% | i | -2% | 1% | -1% | 1% | .
COc1ccc(CCNC(=O)CCc2ccc(S(=O)(=O)NC(C)C)cc2)cc1OC | -7% | i | 3% | i | -8% | -5% | 3% | 9% | .
CCc1ccc(N2CC(C(=O)NCc3ccco3)CC2=O)cc1 (configuration not stated) | 9% | i | 4% | i | -1% | 3% | -2% | -1% | 10%
CC(NS(=O)(=O)OCC(Cl)(Cl)Cl)c1ccc(C(C)(C)C)cc1 (configuration not stated) | -95%[inhibitor] | i | 5.6µM* | -79%[inhibitor] | -81%[inhibitor] | -54%[inhibitor] | 0% | ? | 17%
COCC(=O)N(CCc1ccc(OC)c(OC)c1)Cc1cc2cc(C)ccc2nc1Cl | 6% | i | 11% | -28% | 26% | 4% | 2% | -2% | 17%
CC(C)C(=O)Nc1ccc(Oc2ccc3c(c2)C(=O)NC3=O)cc1 | -6% | i | 26% | -5% | -7% | 0% | -1% | 6% | -3%
COc1cccc(C2CC(c3ccccc3Cl)n3nc(N)nc3N2)c1 (configuration not stated) | -6% | i | 3% | -36%[inhibitor][57.5 µM] | 14% | -11% | 0% | 2% | 22%
CCCOc1ccc(C(=O)Nc2cc3c(cc2N2CCCCC2)n(C)c(=O)n3C)cc1 | ? | . | 1% | i | -4% | . | . | 0% | -11%
NC(=S)NNC(=O)COc1ccccc1O | 4% | i | -2% | -3% | 4% | -7% | -1% | 1% | -11%

Just PTHR1 ag and pAkt inh (3 entries from above):
| Molecule | PTHR1 ag | pAkt inh |
| --- | --- | --- |
| CC(NS(=O)(=O)OCC(Cl)(Cl)Cl)c1ccc(C(C)(C)C)cc1 (configuration not stated) | -79%[inhibitor] | i |
| COCC(=O)N(CCc1ccc(OC)c(OC)c1)Cc1cc2cc(C)ccc2nc1Cl | -28% | i |
| CC(C)C(=O)Nc1ccc(Oc2ccc3c(c2)C(=O)NC3=O)cc1 | -5% | i |
